Source: PubChem BioAssay (several laboratories)
ABCB6 inh 2: human ABCB6 transporter inhibition; Q9NP58; K562-ABCB6 porphyrin accumulation, flow cytometry, 1 h; stronger effect = lower value; fluorescence ratio to DMSO, % at 10 µM; 360,000 tested, 0.19% active; AID 602162;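 active = fluorescence ratio to DMSO below 75%, the collection mean minus 3 SD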;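 note: signal is porphyrin accumulated inside mitochondria; 100% equals median channel fluorescence of DMSO control wells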
NOD2 RIPK2 PPI: NOD2-RIPK2 protein interaction inhibition. CHO BLA complementation NOD2-RIPK2, CCF4 ratio. inhibition, % at 4.98 µM. 360,000 tested, 0.38% active. O43353; in the data active = inhibition above about 21%;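 note: 0% = vehicle only and 100% = reference blocker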
Target sequence (O43353 whole entry, looked up): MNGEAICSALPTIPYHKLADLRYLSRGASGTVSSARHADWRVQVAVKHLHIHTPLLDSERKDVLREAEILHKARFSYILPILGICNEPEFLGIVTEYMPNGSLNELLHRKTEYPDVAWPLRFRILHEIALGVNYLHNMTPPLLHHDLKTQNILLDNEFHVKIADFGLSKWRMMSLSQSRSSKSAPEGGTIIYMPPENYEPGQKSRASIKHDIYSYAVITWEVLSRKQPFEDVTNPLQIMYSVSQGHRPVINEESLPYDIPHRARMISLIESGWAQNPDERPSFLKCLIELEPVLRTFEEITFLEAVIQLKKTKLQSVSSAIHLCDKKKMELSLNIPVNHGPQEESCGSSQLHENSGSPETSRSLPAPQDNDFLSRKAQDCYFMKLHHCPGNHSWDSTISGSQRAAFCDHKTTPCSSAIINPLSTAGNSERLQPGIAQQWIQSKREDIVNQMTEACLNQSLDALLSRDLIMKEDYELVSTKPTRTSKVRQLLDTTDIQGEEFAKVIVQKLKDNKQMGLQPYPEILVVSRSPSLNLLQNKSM
MC4R barr agon: agonists of human melanocortin 4 receptor (MC4R) beta-arrestin | P32245 | AID 540308 | U2OS MC4R beta-arrestin complementation, luminescence; percent of melanotan II response, DMSO zero | activation, % at 8.9 µM | 360,000 tested, 0.98% active;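 active = activation above a per-plate cutoff, the mean activation of sample wells on that plate plus 3 SD, cut at about 8% in these data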
Target sequence (P32245 whole entry, looked up): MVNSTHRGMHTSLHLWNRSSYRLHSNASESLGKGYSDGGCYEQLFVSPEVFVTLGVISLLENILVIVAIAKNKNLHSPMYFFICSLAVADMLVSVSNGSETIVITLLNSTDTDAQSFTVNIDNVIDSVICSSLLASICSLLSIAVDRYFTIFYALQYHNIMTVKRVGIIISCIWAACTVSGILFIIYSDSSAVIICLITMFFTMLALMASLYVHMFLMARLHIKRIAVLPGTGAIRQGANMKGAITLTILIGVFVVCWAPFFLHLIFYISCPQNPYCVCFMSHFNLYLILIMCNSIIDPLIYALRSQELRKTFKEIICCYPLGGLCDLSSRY
Glyco luc inh: blocks N-linked glycosylation in D54 reporter cells; D54 ERlucT glycosylation luciferase reporter, 24 h; percent of 100 nM tunicamycin response; 360,000 tested, 0.23% active; AID 588692; reporter increase, % at 12.5 µM;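 active = mean luciferase reporter signal, scaled so untreated is 0 and the glycosylation-blocking control 100, at or above a set limit in every replicate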;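 note: luciferase carries N-glycosylation sites so blocking glycosylation raises the light; 0% = median of neutral control wells and 100% = median of 100 nM tunicamycin wells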
TLR9-MyD88 inh: blocks human TLR9 binding to MyD88; 340,000 tested, 0.21% active; CHO BLA complementation TLR9-MyD88, CCF4 FRET ratio; inhibition, % at 4.98 µM; AID 504734; Q9NR96+Q99836;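 active = inhibition above the mean over all tested compounds plus 3 SD, cut at about 21% in these data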;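 note: 0% = DMSO only wells and 100% = clavulanate BLA inhibitor control wells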
Vif imaging: inhibitors of HIV Vif; HEK293T cells, Vif self-association by quenched fluorescence, imaging, 24 h; inhibition, % at 7.49 µM; 340,000 tested, 0.35% active; in the data active = inhibition above about 50%, passing the limit was not always enough; note: some results filed as inactive read as strong as hits
MC4R antagonist: blocks human MC4R cAMP signaling; P32245; MC4R-expressing cells, MTII-stimulated cAMP, LANCE TR-FRET; inhibition, % at 6.5 µM; 360,000 tested, 0.48% active;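 active = inhibition above its plate's cutoff, the mean of tested wells on that plate plus 3 SD, cut at about 29% in these data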;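 note: 0% = Melanotan II alone and 100% = Melanotan II plus saturating MCL0020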
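Assay system: U2OS cells stably expressing human melanocortin 4 receptor (MC4R) / Dosing: 6.5 µM / Timing: compound 30 min, challenge 1 h, detection 1 h / Measured by: Eu-cAMP/anti-cAMP TR-FRET, emission 671 nm / Replicates: singlicate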
Granule exo inh: lytic granule exocytosis inhibition. AID 651702. TALL-104 LAMP-1 surface exposure, flow cytometry; cells stimulated with thapsigargin and PMA. inhibition, % at 10 µM. 360,000 tested, 0.66% active;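 active = inhibition above about 55%, limit read from the data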
ABHD5-PLIN5 inh: ABHD5-PLIN5 protein interaction inhibition; Q00G26+Q8WTS1; Split G. princeps luciferase complementation, luminescence, 4 h; 360,000 tested, 0.78% active; inhibition, % at 4 µM;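 active = inhibition above the mean inhibition across every tested compound plus 3 SD, cut at about 22% in these data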;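 note: 0% = DMSO only wells and the 100% control is not disclosed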
aDG glyco up: increases alpha dystroglycan glycosylation; activation, % at 10 µM; Pro5-aDG cells, alpha-DG glycosylation AlphaScreen (IIH6); 0% Pro5, 100% B10-LARGE cell signal; AID 624168; 360,000 tested, 0.22% active;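 active = activation of at least 8% versus controls, or a plate z-score of at least 8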;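 note: Pro5 are CHO cells carrying HIG-tagged alpha-DG that lacks glycosylation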
Numbers without * were called inactive; · = no result given. Only part of the results is shown; the hit share may differ from the screen's.

SMILES	ABCB6 inh 2	NOD2 RIPK2 PPI	MC4R barr agon	Glyco luc inh	TLR9-MyD88 inh	Vif imaging	MC4R antagonist	Granule exo inh	ABHD5-PLIN5 inh	aDG glyco up
COc1ccc(CN2C(=O)C(CC(=O)NC3CCCC3)CC(C(=O)N(C)C)=C2C)cc1 (stereo unspecified)	98.0	1.6	-0.1	3.2	-5.6	1.5	5.4	0.0	4.3	0.0
O=C(Nc1ccc(F)c(F)c1)c1ccccc1-c1ccccc1	96.0	-3.1	0.3	7.5	-2.0	1.3	-1.7	0.7	-2.0	0.3
CCn1c2ccccc2c2c3ncc4cccn4c3ccc21	549.0	-0.5	0.7	3.0	-0.9	14.3	1.1	-2.9	-11.7	0.1
CC(=O)Oc1cccc(/C=c2\sc3nc(-c4ccco4)nn3c2=O)c1	92.0	2.7	-0.5	0.1	-7.5	-0.7	3.8	3.3	8.3	-0.1
O=C1NCCN1Cc1ccccc1	101.0	2.0	-2.2	1.1	-16.5	-13.3	0.7	0.2	3.7	-0.1
CCN1CN(Cc2ccco2)CNC1=S	99.0	-0.8	3.9	0.8	4.0	16.3	3.1	-1.8	9.8	-0.4
Cc1ccc(/C=C2\SC(=S)N(c3cccnc3)C2=O)cc1	98.0	-0.7	-3.5	0.3	-12.2	2.7	0.5	-1.0	-4.0	-0.4
O=C1CC(=O)C(n2cncn2)C(c2ccc(Cl)cc2Cl)C1 (stereo unspecified)	95.0	-5.5	1.1	0.9	4.2	2.6	4.5	-4.8	0.0	-0.1
CCCn1c(N)c(N(CCOC)C(=O)c2ccc(N(C)S(=O)(=O)c3ccc(C)cc3)cc2)c(=O)[nH]c1=O	98.0	-10.5	-1.0	3.6	9.3	-6.3	-0.8	-2.6	-0.2	-0.2
NC(=O)c1ccc2c(=O)n3c(-c4cc(Cl)c(N)c(Cl)c4)csc3nc2c1	96.0	12.1	-1.4	28.8*	-9.0	-0.9	-1.0	-4.8	-7.4	-0.3
COC(=O)C1=NN(C(C)=O)C2(CC(=O)N(c3cc(C)cc(C)c3)C2=O)C1 (stereo unspecified)	100.0	-13.9	-2.4	3.2	-6.6	4.1	1.2	0.5	-9.1	-0.2
CC(=O)c1ccc(N=Nc2ccc(N)cc2)cc1	98.0	-8.2	-1.3	-16.5	-0.6	16.0	-9.0	-1.8	21.8	-0.3
CCN(C(=O)CSc1nnc(-c2ccccc2OC)n1N)c1c(N)n(Cc2ccccc2)c(=O)[nH]c1=O	91.0	-2.8	-2.2	0.1	0.2	-1.4	-0.9	1.1	0.1	0.1
CCC(CC)C(=O)c1c[nH]c(C(=O)NCc2ccccc2OC)c1	95.0	-2.0	-2.0	-1.2	-7.8	-12.9	-1.8	-16.2	0.1	0.0
CC(=O)C1(C)CCC2C3C=C(C)C4=CC(=O)CCC4(C)C3CCC21C (stereo unspecified)	93.0	10.7	5.9	-3.5	-1.2	-16.6	0.9	6.4	-4.8	0.1

Glyco luc inh, what is marked active above.
SMILES	ABCB6 inh 2	NOD2 RIPK2 PPI	MC4R barr agon	Glyco luc inh	TLR9-MyD88 inh	Vif imaging	MC4R antagonist	Granule exo inh	ABHD5-PLIN5 inh	aDG glyco up
NC(=O)c1ccc2c(=O)n3c(-c4cc(Cl)c(N)c(Cl)c4)csc3nc2c1	96.0	12.1	-1.4	28.8*	-9.0	-0.9	-1.0	-4.8	-7.4	-0.3

Random excerpt: five entries already listed, in no set order.
SMILES	ABCB6 inh 2	NOD2 RIPK2 PPI	MC4R barr agon	Glyco luc inh	TLR9-MyD88 inh	Vif imaging	MC4R antagonist	Granule exo inh	ABHD5-PLIN5 inh	aDG glyco up
O=C1CC(=O)C(n2cncn2)C(c2ccc(Cl)cc2Cl)C1 (stereo unspecified)	95.0	-5.5	1.1	0.9	4.2	2.6	4.5	-4.8	0.0	-0.1
CCC(CC)C(=O)c1c[nH]c(C(=O)NCc2ccccc2OC)c1	95.0	-2.0	-2.0	-1.2	-7.8	-12.9	-1.8	-16.2	0.1	0.0
CCN1CN(Cc2ccco2)CNC1=S	99.0	-0.8	3.9	0.8	4.0	16.3	3.1	-1.8	9.8	-0.4
O=C1NCCN1Cc1ccccc1	101.0	2.0	-2.2	1.1	-16.5	-13.3	0.7	0.2	3.7	-0.1
COc1ccc(CN2C(=O)C(CC(=O)NC3CCCC3)CC(C(=O)N(C)C)=C2C)cc1 (stereo unspecified)	98.0	1.6	-0.1	3.2	-5.6	1.5	5.4	0.0	4.3	0.0

(more compounds)
SMILES	ABCB6 inh 2	NOD2 RIPK2 PPI	MC4R barr agon	Glyco luc inh	TLR9-MyD88 inh	Vif imaging	MC4R antagonist	Granule exo inh	ABHD5-PLIN5 inh	aDG glyco up
CCOc1cc(S(=O)(=O)NC2CCCCCC2)ccc1F	83.0	4.8	1.8	-2.3	0.0	-5.9	4.8	1.0	-4.1	1.7
COc1ccc(Cl)cc1NC(=O)CN(C)CC(=O)Nc1ccc(S(N)(=O)=O)cc1	92.0	5.9	1.5	-4.2	-3.8	-2.9	4.4	-16.0	1.2	0.0
O=C(CCCC(=O)NCC1CCCO1)NCC1CCCO1 (stereo unspecified)	106.0	1.1	1.5	1.7	8.8	8.5	10.2	-5.4	3.7	0.0
COc1ccc(/C=N/NC(=O)CN(CCc2ccccc2)S(=O)(=O)c2ccc(NC(C)=O)cc2)cc1OC	97.0	-9.9	-0.2	-3.8	-9.4	7.8	8.8	0.4	2.3	-0.1
Cc1ccc(NC(=O)NC(=S)NC(=O)c2ccccc2)cc1	99.0	-7.6	1.3	0.4	3.9	-1.1	1.6	10.7	0.3	-0.1
COc1ccc(Cn2cc(CN3CC(N4CCCC4)CS3(=O)=O)nn2)cc1 (stereo unspecified)	100.0	-8.8	·	·	·	·	·	-5.0	-1.9	0.1
O=C(CSc1nnc(-c2cccnc2)o1)OC1CCCCC1	101.0	-0.2	0.3	-1.4	5.3	11.4	21.8	5.1	-1.9	0.6
Cc1cc(-c2nc3ncccc3o2)ccc1NC(=O)CC(C)C	103.0	-13.1	0.2	2.2	-1.3	·	2.7	0.2	-0.2	0.2
CCOC(=O)C1=CCN(S(=O)(=O)c2ccccc2C)C1c1cccc(Cl)c1 (stereo unspecified)	·	-6.8	·	·	·	·	·	-4.4	3.1	0.1
O=C(O)c1cc2ccc3cccc4ccc(c1)c2c34	94.0	4.6	-1.8	3.1	-33.4	·	2.5	-7.7	-12.0	0.1
CS/C(=C\[N+](=O)[O-])Nc1ccc(Cl)cc1	104.0	11.1	0.7	4.4	-9.3	-4.0	-0.5	-3.6	5.9	0.2
COc1ccc(C2OC(=O)c3ccccc3S2)cc1 (stereo unspecified)	103.0	-5.6	-1.1	0.5	-6.5	7.8	19.5	-1.3	-6.2	-0.3
COc1ccc(N(CC(=O)N2c3ccccc3CC2C)S(=O)(=O)c2c(C)nn(C)c2C)cc1 (stereo unspecified)	98.0	-19.1	0.8	-1.9	7.3	9.8	5.4	-1.5	-7.7	-0.4
CCCCOc1ccc(NC(=O)c2cc(F)c(F)cc2Cl)cc1	97.0	2.1	3.8	-3.1	8.1	-9.1	-6.7	-1.7	1.6	0.1
O=S(=O)(c1ccccc1)N1CCN(S(=O)(=O)c2ccccc2)C1	95.0	-6.0	-2.4	-0.6	-3.1	-2.8	2.4	-1.1	-2.7	-0.1
O=C(c1cc(-c2ccncc2)nc2ccccc12)N1CCN(S(=O)(=O)/C=C/c2ccccc2)CC1	100.0	-2.4	-0.2	1.8	-1.7	-12.9	-2.1	0.4	2.6	0.0
Cc1ccc(S(=O)(=O)N(C)Cc2nc(-c3ccccn3)no2)cc1	96.0	2.0	-2.3	-1.8	0.6	26.3	7.0	-2.0	5.0	-0.4
O=C(Nc1cccc(Cl)c1)c1csc(-c2ccccc2)n1	96.0	1.8	1.9	2.7	-7.4	16.7	0.9	-0.7	-12.2	0.1
CC1CCCCN1CCCNC(=O)CCCN1C(=O)c2cccnc2Sc2ccccc21 (stereo unspecified)	100.0	-9.0	2.2	0.3	0.9	1.3	-0.7	1.0	2.6	-0.1
COc1cc(NC(=O)c2ccc(S(=O)(=O)N(C)C)cc2)cc(OC)c1OC	101.0	-4.8	-0.9	0.9	8.0	-7.4	-2.3	-1.5	-4.6	-0.2
NC(=O)c1c(NC(=O)c2c(F)cccc2F)sc2c1CCN(Cc1ccccc1)C2	102.0	1.8	3.3	-5.6	1.9	0.1	20.7	-2.8	-0.9	0.1
CCC(=O)N(C)CCc1cc2c(c(OC)c1/C=N/NC(=O)[C@H]1C[C@@H]1c1ccccc1)OCO2	99.0	0.2	-1.9	4.7	-4.0	-13.1	14.9	18.2	-2.0	0.0
Cc1ccc(-n2ccc(=O)c(C(=O)Nc3ccc(S(=O)(=O)Nc4nccs4)cc3)n2)cc1	103.0	4.5	-1.9	-0.8	-8.5	-3.7	13.9	3.1	4.3	-0.3
CCC(=O)NNc1nc2c(C)cccc2s1	89.0	-1.2	0.0	3.2	-9.1	4.8	-3.7	-3.1	5.5	-0.1
O=C(O)C#Cc1cccc2ccccc12	99.0	-3.9	-1.1	-0.1	6.5	-2.5	5.0	1.6	7.7	-0.1
O=C(NCCN1CCOCC1)c1ccc(CS(=O)(=O)c2ccc(Br)cc2)o1	100.0	-2.6	-1.4	1.5	3.1	10.8	9.1	-2.8	3.5	0.1
O=S1(=O)NC(=NCc2ccco2)c2ccccc21	101.0	-6.6	-1.2	1.4	0.3	·	-5.8	1.1	4.4	-0.1
Cc1ccc(C)c(CC(=O)N2CCCCC2c2cc(C(=O)Nc3cccc(C#N)c3)no2)c1 (stereo unspecified)	96.0	12.5	-0.4	-12.6	·	-10.3	6.0	2.3	-4.3	0.5
O=C1N=C(c2ccccc2)C(c2ccccc2)N1 (stereo unspecified)	94.0	0.1	-2.5	1.5	2.1	5.0	2.3	-0.4	0.1	-0.2
O=C(Nc1cccc(C(F)(F)F)c1)OCc1ccncc1	104.0	-7.3	-1.1	-1.6	6.7	1.7	6.2	-2.8	-4.6	0.4
Cc1ccc(N2CCN(C3C(=O)Nc4ccccc4-n4nnnc43)CC2)cc1 (stereo unspecified)	·	-1.1	·	·	·	·	·	-0.4	3.2	0.2
CCCNC(=O)CCc1nnc2ccc(N3CCC(C)CC3)nn12	98.0	3.6	-2.5	1.7	-0.2	-9.6	8.2	-11.8	8.2	-0.2
COc1ccccc1C(=O)NC(=S)NNC(=O)c1sc2ccccc2c1Cl	101.0	-7.5	-3.3	2.7	-0.7	2.1	14.2	-4.5	1.0	0.4
CC(C)C[C@H]1CN(CCCC[C@H]2CNC(=O)C(=O)N2CCC2CCCCC2)C(=O)C(=O)N1CC1CCCCC1	96.0	-0.6	·	·	·	·	·	-5.5	-0.4	0.4
N#C/C(=C/c1ccc(N2CCCCC2)cc1)c1cccc(F)c1	97.0	-4.4	0.1	-2.3	-5.2	-9.8	13.4	-4.2	-8.7	-0.8
CNc1nc(SCc2ccccc2Cl)nc2c1CCCC2	80.0	-1.6	0.5	-4.2	-1.1	-3.9	8.4	7.6	3.2	0.2
Cc1cc(NS(=O)(=O)c2c(C)c(C)cc(C)c2C)no1	93.0	-10.4	-1.8	-0.3	-8.8	-8.5	3.3	-0.9	2.7	-0.2
